Rpn11 inh = blocks the human proteasome subunit Rpn11. O00487. human 26S proteasome, Ub4-pepOG fluorescence polarization; 20S core pre-blocked with epoxomicin. calls only at 20 µM. 360,000 tested, 0.59% active. AID 588493;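 active = inhibition at 20 µM, scaled to each plate's controls, above about 33%, limit read from the data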
Rin1 Abl inh = inhibitors of human Rin1-Abl protein interaction; TR-FRET Rin1/Abl binding, biochemical; inhibition, % at 7.35 µM; 360,000 tested, 0.4% active; AID 588664; in the data active = inhibition above about 5%, passing the limit was not always enough
Target sequence (P00519 whole entry, looked up): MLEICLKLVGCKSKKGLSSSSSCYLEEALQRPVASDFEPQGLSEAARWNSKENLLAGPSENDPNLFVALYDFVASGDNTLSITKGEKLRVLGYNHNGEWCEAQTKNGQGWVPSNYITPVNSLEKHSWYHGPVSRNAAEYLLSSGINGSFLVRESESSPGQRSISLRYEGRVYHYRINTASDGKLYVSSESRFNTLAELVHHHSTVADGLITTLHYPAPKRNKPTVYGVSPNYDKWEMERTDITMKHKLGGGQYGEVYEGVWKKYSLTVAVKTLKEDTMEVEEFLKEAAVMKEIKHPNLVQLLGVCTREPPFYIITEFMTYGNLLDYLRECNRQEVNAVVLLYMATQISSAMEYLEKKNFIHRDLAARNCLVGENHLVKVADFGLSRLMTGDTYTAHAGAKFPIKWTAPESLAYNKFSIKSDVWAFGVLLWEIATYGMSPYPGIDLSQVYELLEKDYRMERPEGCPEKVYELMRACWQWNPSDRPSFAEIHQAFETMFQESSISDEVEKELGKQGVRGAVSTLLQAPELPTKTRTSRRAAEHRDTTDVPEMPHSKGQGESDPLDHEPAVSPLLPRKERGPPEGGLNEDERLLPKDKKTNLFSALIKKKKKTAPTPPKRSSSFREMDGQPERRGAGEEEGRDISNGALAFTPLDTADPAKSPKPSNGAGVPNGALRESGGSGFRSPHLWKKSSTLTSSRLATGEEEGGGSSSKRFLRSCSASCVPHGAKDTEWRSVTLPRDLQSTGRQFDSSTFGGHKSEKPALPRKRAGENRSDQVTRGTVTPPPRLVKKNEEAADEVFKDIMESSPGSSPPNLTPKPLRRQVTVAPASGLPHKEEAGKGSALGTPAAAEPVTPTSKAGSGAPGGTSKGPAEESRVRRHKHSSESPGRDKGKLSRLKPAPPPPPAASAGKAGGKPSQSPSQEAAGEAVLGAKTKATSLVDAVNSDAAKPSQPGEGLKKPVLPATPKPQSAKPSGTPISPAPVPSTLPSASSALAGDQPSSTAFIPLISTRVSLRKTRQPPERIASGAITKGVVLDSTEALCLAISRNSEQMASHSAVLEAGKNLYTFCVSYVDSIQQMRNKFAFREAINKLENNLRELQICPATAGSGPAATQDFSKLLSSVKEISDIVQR
Target sequence (Q13671 whole entry, looked up): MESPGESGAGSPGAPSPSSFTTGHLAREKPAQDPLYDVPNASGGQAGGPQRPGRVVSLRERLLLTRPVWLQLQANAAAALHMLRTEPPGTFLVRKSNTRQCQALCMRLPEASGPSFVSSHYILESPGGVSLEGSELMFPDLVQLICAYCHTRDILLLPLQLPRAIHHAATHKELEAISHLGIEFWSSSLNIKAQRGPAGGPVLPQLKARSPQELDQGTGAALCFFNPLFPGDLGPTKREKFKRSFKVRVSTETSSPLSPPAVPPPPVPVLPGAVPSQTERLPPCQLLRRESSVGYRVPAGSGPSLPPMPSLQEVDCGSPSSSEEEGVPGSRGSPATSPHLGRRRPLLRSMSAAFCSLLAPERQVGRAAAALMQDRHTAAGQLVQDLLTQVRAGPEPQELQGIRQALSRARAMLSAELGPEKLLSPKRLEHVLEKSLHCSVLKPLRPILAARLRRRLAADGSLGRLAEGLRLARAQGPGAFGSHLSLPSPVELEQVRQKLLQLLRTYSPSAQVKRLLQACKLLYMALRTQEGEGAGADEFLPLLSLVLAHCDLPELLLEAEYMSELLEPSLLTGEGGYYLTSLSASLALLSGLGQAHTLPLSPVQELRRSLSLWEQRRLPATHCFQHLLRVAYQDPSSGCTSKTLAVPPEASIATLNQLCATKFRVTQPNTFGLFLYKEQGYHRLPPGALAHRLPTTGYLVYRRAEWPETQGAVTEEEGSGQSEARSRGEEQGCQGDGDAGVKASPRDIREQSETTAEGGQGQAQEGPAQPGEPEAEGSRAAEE
PABP1 MLLE inh = blocks PAM2 peptide binding to the PABP1 MLLE domain. inhibition, % at 20 µM. 360,000 tested, 0.36% active. P11940. GST-MLLE / FITC-PAM2 fluorescence polarization; in the data active = inhibition above about 35%, passing the limit was not always enough;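 note: plate controls were DMSO wells with GST-MLLE for no effect and wells lacking GST-MLLE protein for full effect; some results filed as inactive read as strong as hits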
SKN-1 block = blocks SKN-1 activity in C. elegans | inhibition, % at 21.8 µM | C. elegans VP596 Pgst-4::GFP/RFP ratio, acrylamide-induced, 24 h | AID 624304 | 360,000 tested, 0.49% active;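 active = interference check ratio from 0.5 to 1.5 plus GFP to RFP signal ratio inhibition reaching or exceeding a fixed threshold, cut at about 30% in these data, passing the limit was not always enough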; note: some compounds called inactive have numbers as strong as hits
MT1-MMP act inh = MT1-MMP (human) activation inhibition; P50281; HT1080 RFP-PRO-GFP cells, GFP/RFP ratio fluorescence, overnight; percent of plate control window, DMSO zero; GFP/RFP ratio change, % at 20 µM; 360,000 tested, 0.061% active; AID 651647;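 active = GFP/RFP ratio change of at least 30% with cell ATP level not reduced by more than half and red fluorescence within 50% of control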; note: strong numbers were not always called active
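Assay system: HT1080 RFP-PRO-GFP cells. Benchmarks: DMSO vehicle wells and RFP-L50D-GFP reporter cell wells. Times: overnight cell settling, then overnight compound exposure, 37 °C, 5% CO2. Compound: 20 µM single dose, 1% DMSO. Read-out basis: GFP/RFP fluorescence ratio.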
CSN inh = inhibitors of human CSN-mediated cullin deneddylation; Q92905; Purified CSN, SCF-Nedd8-OG deneddylation, fluorescence polarization; inhibition, % at 12.5 µM; 360,000 tested, 0.38% active; AID 651999;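 active = pattern-corrected inhibition above about 35%, with an unprinted fluorescence ratio check between 0.5 and 1.5, limit read from the data, passing the limit was not always enough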;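 note: 0% = enzyme with substrate and 100% = substrate without enzyme; some results filed as inactive read as strong as hits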
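Detection – fluorescence polarization · System – HEK293T-derived human Csn5 enzyme · Controls – substrate-only high control, full reaction low control · Timing – 90 min, room temperature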
Neddylation inh = cullin neddylation inhibition. TR-FRET cullin neddylation, biochemical. calls only at 25 µM. 360,000 tested, 0.58% active. P61081+Q13564; in the data active = inhibition above about 36%
NadD inh = blocks S. aureus nicotinate mononucleotide adenylyltransferase. 360,000 tested, 0.78% active. purified NadD enzyme, colorimetric absorbance read-out. inhibition, % at 20 µM; in the data active = inhibition above about 26%; note: some compounds past the cut are filed as inactive
FAS TE block = inhibitors of human fatty acid synthase thioesterase domain; recombinant FAS-TE, OMFH fluorogenic substrate, fluorescence endpoint; P49327; inhibition, % at 15 µM; 360,000 tested, 0.67% active;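 active = compounds whose normalised, plate-corrected inhibition of enzyme fluorescence in the single-dose primary screen is 50% or more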;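 note: 0% = DMSO with enzyme and 100% = substrate without enzyme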
The depositor's hits bear a star; i = inactive; / = no result given; + = active, no number.

SMILES	Rpn11 inh	Rin1 Abl inh	PABP1 MLLE inh	SKN-1 block	MT1-MMP act inh	CSN inh	Neddylation inh	NadD inh	FAS TE block
COC(=O)c1cccc(S(=O)(=O)N2CCN(c3nc4ccccc4s3)CC2)c1	i	-4	0	4	3	8	i	-5	-3
CCO[C@H]1OC(C(=O)N2CCOCC2)=C[C@@H](c2ccc(Br)cc2)[C@@H]1CCCO	i	-3	-4	10	0	1	i	2	-3
Cc1ccc2nc(-c3ccccc3)oc(=O)c2c1	i	3	-10	-5	/	-6	i	-6	18
O=C(Nc1ccn(CCCN2CCC(N3CCOCC3)CC2)c(=O)n1)OCc1ccccc1	i	11*	-2	-1	3	4	i	2	-6
Cc1cn(C2CCCCC2)c(=O)n(-c2ccccc2)c1=O	i	0	9	-2	0	-6	i	0	-7
Cc1ccc(CNC(=O)CC2(CC3=NS(=O)(=O)c4ccccc4N3)CCCC2)cc1	i	-4	-8	-8	-1	-1	i	-5	26
CCOC(=O)NC1=NCC(C)(C)S1	i	-1	2	-9	-3	-4	i	1	-6
CCOc1ccc(NS(=O)(=O)c2ccc(Cl)c(N=Nc3c(O)[nH]c(=S)[nH]c3=O)c2)cc1Br	i	-1	23	20	6	18	i	39*	36
CCCCN(C(=O)c1cccc(-n2cccc2)c1)c1c(N)n(CCCC)c(=O)[nH]c1=O	i	1	2	-17	-5	19	i	14	-11
CCCNC(=O)CSc1ccc(S(=O)(=O)N(C)C2CCCCC2)cn1	i	3	12	13	-1	0	i	3	-2
O=C1C=C(NCCc2ccccc2)C2(CCCCC2)O1	i	3	8	6	-1	2	i	-6	-4
Cc1ccccc1N1C(S)=C(C#N)C(=O)NC12CCCCC2	i	-3	-3	17	-1	1	i	-1	-11
CCOC(=O)N1CCN(C(=O)CSc2nc(-c3cccc(C)c3)ns2)CC1	i	1	18	-14	-1	-4	i	3	7
CC(C)Cn1c(Br)nc2c1c(=O)n(CCC#N)c(=O)n2C	i	0	3	-13	0	0	i	2	-7
CCOC(=O)CC(NC(=O)Cn1nnc(-c2ccccc2F)n1)c1ccccc1Cl (stereo unspecified)	i	-1	3	3	0	1	i	-5	13
CCn1nnnc1NCc1ccc(N2CCCC2)cc1	+	-11	-4	15	-5	-10	i	29	-10
CCOC(=O)C1CCCN(C(=O)N2CCOCC2)C1 (stereo unspecified)	i	-4	7	-12	-3	1	i	3	-10
CC(OC(=O)/C=C/c1cccc(Cl)c1)C(=O)NC1CCCCC1C (stereo unspecified)	i	-4	-3	19	1	-1	i	-2	0
Cc1ccc(Oc2ccc(S(=O)(=O)NCC(C)(C)N3CCOCC3)cc2)cc1	i	-3	6	-1	2	7	i	3	8
CCOC(OCC)P(=O)(C(C)C)C(C)C	i	0	-1	11	-1	1	i	-6	-7
COC(=O)[C@]1(C)N[C@H](CN(C)C(=O)C2CCCCC2)[C@@H]2C(=O)N(C)C(=O)[C@@H]21	i	4	5	-24	2	0	i	-1	-11
Cc1cccc(N(CC(=O)N2CCN(c3ccccc3F)CC2)S(C)(=O)=O)c1	i	1	-7	8	1	-1	i	-1	-3
O=C1OCC(CC2=C(O)C(=O)OC2)=C1O	i	7	6	-5	-1	1	i	1	-6
O=C(CNCCc1ccc(F)cc1)Nc1cc(F)ccc1F	i	3	-3	6	0	3	i	-7	0
Cc1ccccc1OCc1nnc(SCC(=O)Nc2ccc3nc(SCC(=O)Nc4ccccc4)sc3c2)n1C	i	0	-23	7	-2	4	i	32*	-6
COCCNC(=S)N1CCC(Cc2ccccc2)CC1	i	2	-131	1	0	8	i	0	-3
COc1ccc(COC(=O)CCN=C2NS(=O)(=O)c3ccccc32)cc1F	i	3	-1	8	-3	-2	i	-4	-6
CSc1nsc(SCC(=O)Nc2ccc(F)cc2)n1	i	0	13	9	1	-6	i	-5	2
CCOC(=O)/C=C1\Nc2ccccc2SC1=O	i	2	17	-12	-4	-1	i	-4	0
COc1ccc(OC)c(NC(=O)c2ccc(S(=O)(=O)N3CCN(C)CC3)cc2)c1	i	-5	-10	0	3	-8	i	1	-6
CC(C)C(NC(=O)C1CCCCC1)C(=O)NC1CCCC(C)C1C (stereo unspecified)	i	-2	18	0	-2	-4	i	-3	-2
CC(NC(=O)CNC(=O)c1ccc2c(c1)OCO2)c1ccc(S(N)(=O)=O)cc1 (stereo unspecified)	i	1	14	-1	-1	4	i	-1	-10
CCc1nn(CC(=O)NCCCN2CCOCC2)c(=O)c2cc3cc(F)ccc3n12	i	-4	-10	-11	0	0	i	1	-2
O=C(c1ccco1)N1CCN(c2ncnc3c2nnn3Cc2ccccc2Cl)CC1	i	-1	4	26	6	5	i	9	-7
COc1cc2c(cc1OC)C(c1ccc(-c3ccc(Cl)c(Cl)c3)o1)=NCC2	i	-3	0	18	-10	17	i	-9	26
Cc1ccc(NC(=O)C(OC(=O)c2ccccc2Cl)c2ccccc2)cc1Cl (stereo unspecified)	i	-3	-21	7	-2	4	i	-2	39

6 consecutive compounds out of the list so far, for reference:
SMILES	Rpn11 inh	Rin1 Abl inh	PABP1 MLLE inh	SKN-1 block	MT1-MMP act inh	CSN inh	Neddylation inh	NadD inh	FAS TE block
CC(C)C(NC(=O)C1CCCCC1)C(=O)NC1CCCC(C)C1C (stereo unspecified)	i	-2	18	0	-2	-4	i	-3	-2
CC(NC(=O)CNC(=O)c1ccc2c(c1)OCO2)c1ccc(S(N)(=O)=O)cc1 (stereo unspecified)	i	1	14	-1	-1	4	i	-1	-10
CCc1nn(CC(=O)NCCCN2CCOCC2)c(=O)c2cc3cc(F)ccc3n12	i	-4	-10	-11	0	0	i	1	-2
O=C(c1ccco1)N1CCN(c2ncnc3c2nnn3Cc2ccccc2Cl)CC1	i	-1	4	26	6	5	i	9	-7
COc1cc2c(cc1OC)C(c1ccc(-c3ccc(Cl)c(Cl)c3)o1)=NCC2	i	-3	0	18	-10	17	i	-9	26
Cc1ccc(NC(=O)C(OC(=O)c2ccccc2Cl)c2ccccc2)cc1Cl (stereo unspecified)	i	-3	-21	7	-2	4	i	-2	39

The list goes on:
SMILES	Rpn11 inh	Rin1 Abl inh	PABP1 MLLE inh	SKN-1 block	MT1-MMP act inh	CSN inh	Neddylation inh	NadD inh	FAS TE block
CCOc1ccc(CCNC(=O)C2CCN(S(=O)(=O)N3CCCCC3)CC2)cc1OCC	i	3	1	4	0	0	i	-2	-1
CCCCNC(=S)NNC(=O)c1csc(C)c1C	i	-3	-33	2	0	-2	i	2	-6
CCc1c(-c2ccccc2)nc2nc(C)c(C)nn12	i	2	20	-1	-2	-3	i	0	-12
CCN(CC)c1ccc(/C=N/NC(=O)c2ccccn2)cc1	i	-4	2	11	0	-2	i	-1	5
O=C(Nc1ccccc1C(=O)NCC1CCCO1)c1ccc(Cl)cc1Cl (stereo unspecified)	i	-4	-5	3	1	2	i	-3	0
COc1cc(/C=C/c2ccc3cccc(O)c3n2)ccc1O	i	3	1	0	-11	2	i	10	14
CCOC(=O)c1c(C)[nH]c(C(=O)Cn2c(=O)c3c(ncn3CC)n(Cc3ccccc3)c2=O)c1C	i	0	10	21	-2	2	i	2	9
CCn1cc(C(=O)NCCC(C)C)c(=O)c2cc(S(=O)(=O)N3CCCCC3)ccc21	i	4	-9	9	-2	6	i	1	33
CCO/C(C)=C1\C(=O)Nc2ccccc21	i	-1	-2	-19	-1	-4	i	-4	-13
Cc1ccc(C(=O)Nc2ccc(Oc3cccc(C(F)(F)F)c3)nc2)cc1	i	-1	-9	2	1	-2	i	-4	1
CCOC(=O)C1=C(COC(=O)/C=C/c2ccccc2)NC(=O)NC1C (stereo unspecified)	i	-1	-4	5	0	2	i	-4	-3
Cc1oc(-c2cccs2)nc1CS(=O)CC(=O)NCCc1ccccc1 (stereo unspecified)	i	2	10	7	-4	0	i	-6	-1
CC1Sc2ccc(Cl)cc2-c2nc(N)ncc21 (stereo unspecified)	i	0	-1	15	-11	2	i	1	-3
Cc1cc(C)c(S(=O)(=O)NCc2cn3c(C)csc3n2)cc1C	i	3	-7	-11	10	5	i	4	-5
CCOC(=O)C1=C(C)NC(C)=C(C(=O)OCC)C1C(=O)OCC(=O)N1CCCCC1C (stereo unspecified)	i	2	4	-13	-1	0	i	-3	3
CCc1ccc(NS(=O)(=O)c2cccs2)cc1	i	5	-16	0	-1	-1	i	-8	-6
Cc1cc(C(=O)Nc2ccccc2Cl)n(-c2ccccc2)n1	i	0	0	-8	1	-3	i	-3	-2
CCn1cc(C(=O)N(C)CC(OC)OC)c(=O)c2cc(S(=O)(=O)N3CCOCC3)ccc21	i	2	13	-7	-4	2	i	-5	-7
CCC(C)C(=O)Nc1ccc(OC)cc1OC (stereo unspecified)	i	-1	2	-3	10	-2	i	-1	-4
CC(=O)Oc1cccc2c1C(=O)c1c(OC(C)=O)cc(C(=O)O)cc1C2=O	i	-1	34	-17	1	-14	i	-2	-9
COc1ccc(C(=O)Oc2cc(C)[nH]c(=O)c2[N+](=O)[O-])c(OC)c1	i	2	-7	8	-3	5	i	-3	-10
COc1cccc(CNC(=O)C(NS(=O)(=O)c2ccc3c(c2)CCN3C(C)=O)C(C)C)c1 (stereo unspecified)	i	1	-7	16	-5	-1	i	-4	-3
COc1ccc(C(O)Cc2nccn2C)cc1 (stereo unspecified)	i	1	10	-4	1	-2	i	-1	-6
Cc1ccc(-n2ncc3c(=O)n(CC#N)cnc32)cc1	i	-4	-3	-10	6	2	i	-4	-9

Whole records, looked up by structure. Values in the order: Rpn11 inh	Rin1 Abl inh	PABP1 MLLE inh	SKN-1 block	MT1-MMP act inh	CSN inh	Neddylation inh	NadD inh	FAS TE block
Profile of CCc1ccc(NS(=O)(=O)c2cccs2)cc1 → i	5	-16	0	-1	-1	i	-8	-6
Profile of Cc1cc(C)c(S(=O)(=O)NCc2cn3c(C)csc3n2)cc1C → i	3	-7	-11	10	5	i	4	-5

More results
SMILES	Rpn11 inh	Rin1 Abl inh	PABP1 MLLE inh	SKN-1 block	MT1-MMP act inh	CSN inh	Neddylation inh	NadD inh	FAS TE block
O=C(c1cnn2ccccc12)N(Cc1ccco1)C1CCCC1	i	3	-1	-4	-4	1	i	-3	-7
COc1cccc(C(=O)Nc2ccc(NC(=O)C3CCCCC3C(=O)O)cc2)c1 (stereo unspecified)	i	-1	10	4	-2	2	i	0	-3
O=S(=O)(c1ccc(Br)c2ccccc12)N1CCCC1	i	-6	10	28	-5	-1	i	-8	36
N#Cc1cccc(-c2cn(S(=O)(=O)c3ccc(Cl)cc3)nc2N)c1	i	3	1	-11	2	1	i	0	16
CCOCCCN(C(=O)c1snc(C(N)=O)c1N)C(C(=O)NC1CCCC1)c1ccc(O)c(OC)c1 (stereo unspecified)	i	-1	11	-6	1	2	i	-1	-6
CCN1CCCC1CNC(=O)c1cn(C)c2ccc(S(=O)(=O)N3CCCCCC3)cc2c1=O (stereo unspecified)	i	2	-11	5	-9	-1	i	-4	-14
O=C(CSc1cnc2ccccc2n1)NC1CCCC1	i	-11	4	16	-3	2	i	6	-4
CN1OC[C@@H]2CN(C(=O)C(C)(C)C)[C@H](c3ccc(-c4cccnc4)cc3)C[C@@H]21	i	6	-3	5	6	-4	i	0	-7
COc1ccc(S(=O)(=O)N(C)C)cc1NC(=O)CCNC(=O)c1ccco1	i	3	2	13	-2	-2	i	0	-4
Cc1ccc(-c2nnc(CSc3nc(C(C)C)nc4sc(C)c(C)c34)o2)cc1	i	-1	-14	8	5	2	i	6	19
O=C(O)c1ccc(/C=N\Nc2ccc(S(=O)(=O)N3CCOCC3)cc2[N+](=O)[O-])cc1	i	-5	2	4	19	1	i	-3	6
COc1ccc2c(c1)c(CCNNC(=O)C(C)(C)C)c(C)n2C(=O)c1ccc(Cl)cc1	i	1	7	6	0	-4	i	7	18

From PubChem
